# Compound activity: PubChem BioAssay, National Center for Advancing Translational Sciences (NCATS)
# D1 agonist: human D1 receptor agonism. hit rate 1% among 360,000. AID 504660. P21728. HEK293 T-REx D1 cells, calcium flux, agonist mode. activation, % at 2 µM; also: 0% is about no effect
#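 Tetracycline-induced HEK293 TREx D1 cells, force-coupled to calcium signalling, were dye-loaded with a no-wash calcium kit. Compound was pin-added after a 10 s baseline. Fluorescence was read kinetically at 1 cycle/s for 180 s, with calcium rises flagged as agonism.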
# RXFP1 antagonist: RXFP1 (human) relaxin receptor antagonism | HEK293-RXFP1, relaxin-stimulated cAMP HTRF, 30 min; stronger effect = lower value | hit rate 0.59% among 350,000 | Q9HBX9 | AID 1259400 | activity change, negative = inhibition, % at 57.5 µM;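 active = activity change of -60% or lower, but not beyond a set lower limit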; also: % is scaled to controls: 0 for no effect and ±100 for the full control effect
# Target sequence (Q9HBX9 whole entry, looked up): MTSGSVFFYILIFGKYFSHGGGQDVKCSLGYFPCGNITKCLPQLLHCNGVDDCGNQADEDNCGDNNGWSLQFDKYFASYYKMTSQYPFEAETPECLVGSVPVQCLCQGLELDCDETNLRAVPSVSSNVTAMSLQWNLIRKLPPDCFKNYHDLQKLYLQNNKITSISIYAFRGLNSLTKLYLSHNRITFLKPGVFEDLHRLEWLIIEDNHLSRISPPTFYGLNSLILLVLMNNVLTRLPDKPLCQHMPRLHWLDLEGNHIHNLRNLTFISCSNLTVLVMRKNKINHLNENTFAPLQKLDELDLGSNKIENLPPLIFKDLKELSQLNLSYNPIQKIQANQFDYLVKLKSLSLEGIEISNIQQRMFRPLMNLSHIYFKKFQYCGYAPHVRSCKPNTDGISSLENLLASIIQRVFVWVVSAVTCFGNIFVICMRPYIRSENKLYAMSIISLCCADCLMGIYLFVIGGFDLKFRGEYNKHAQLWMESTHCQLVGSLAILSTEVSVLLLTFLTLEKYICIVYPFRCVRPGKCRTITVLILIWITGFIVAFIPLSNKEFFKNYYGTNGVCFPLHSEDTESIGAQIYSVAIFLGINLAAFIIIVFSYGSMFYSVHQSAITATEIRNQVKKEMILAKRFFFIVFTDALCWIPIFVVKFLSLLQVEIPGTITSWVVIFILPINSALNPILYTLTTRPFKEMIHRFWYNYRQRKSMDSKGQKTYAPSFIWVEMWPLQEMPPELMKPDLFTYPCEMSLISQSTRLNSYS
# D2 antagonist: D2 dopamine receptor (human) antagonism; hit rate 2% among 340,000; P14416; inhibition, % at 10 µM; HEK293 TREx D2 cells, calcium flux, dopamine EC80; in the data active = inhibition above about 30%; also: 0% is about no effect
#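 Overnight-induced (tetracycline, 30 C) HEK293 T-REx cells carrying force-coupled D2 receive a no-wash calcium dye, then compound, then EC80 dopamine at 180 s; signals are read kinetically throughout.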
# D2 PAM: D2 dopamine receptor (human) potentiation | P14416 | HEK293 T-REx D2, calcium flux, EC20 dopamine potentiation | potentiation, % at 10 µM | hit rate 0.34% among 340,000;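 active = potentiation over 3 SD above the plate norm, cut at about 30% in these data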; also: 0% is about no effect
#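 Primary screen. Calcium kinetics in induced HEK293 T-REx D2 cells: compound pre-addition 180 s, EC20 dopamine, 180 s more.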
# D1 PAM: human D1 dopamine receptor positive modulation; P21728; HEK293 TREx D1 cells, calcium flux, dopamine EC20 potentiation; potentiation, % at 10 µM; hit rate 0.036% among 360,000; AID 504651; in the data active = potentiation above about 30%; also: 0% is about no effect
# D2 agonist: activates the human D2 dopamine receptor. P14416. HEK293 T-REx D2 cells, calcium flux agonist mode. activation, % at 2 µM. hit rate 0.53% among 340,000;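 active = activation over 3 SD above normal in the single-dose calcium agonist read, cut at about 30% in these data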; also: 0% is about no effect
#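 Agonism is scored from calcium flux in a force-coupled, inducible HEK293 cell line expressing D2, read kinetically for 180 s after compound addition against dopamine controls.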
# D1 antag: human D1 dopamine receptor antagonism; P21728; hit rate 3.2% among 360,000; activity change, negative = inhibition, % at 10 µM; HEK293 TREx D1 cells, calcium flux, dopamine EC80; stronger effect = lower value; in the data active = activity change below about -30%; also: % is scaled to controls: 0 for no effect and ±100 for the full control effect
#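 After overnight tetracycline induction at 30 C, force-coupled D1 HEK293 cells took up a no-wash calcium dye at room temperature. Compounds were added and monitored 180 s, and the response to EC80 dopamine was then recorded.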
# TRHR enhancer: allosterically enhances the human TRH receptor; P34981; TRHR cells, fluo-8 calcium fluorescence, EC20 TRH enhancement; enhancement, % at 2 µM; hit rate 0.66% among 360,000; in the data active = enhancement above about 30%; also: 0% is about no effect
#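 TRHR-expressing cells loaded with fluo-8 calcium dye were read kinetically (ex 480/em 530) during compound addition, then stimulated with an EC20 of TRH (10 nM final). Enhancement of the Gq-mediated intracellular calcium response was scored.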
# TRHR agonist: agonists of human TRH receptor. P34981. TRHR cells, calcium flux fluo-8, FDSS agonist mode. activation, % at 2 µM. hit rate 0.18% among 360,000; also: 0% is about no effect
#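 Steps: seed TRHR cells overnight; add fluo-8 no-wash Ca dye, RT 30 min–1.5 h; record 10 s baseline; pin-transfer compounds; monitor fluorescence 1 cycle/s for the agonist window. Calcium increases flag candidate agonists.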
# Active calls of the source: *; / = no result given; & = joins results of further samples. Rule as the data show it, unless noted: active = activation above about 30%; inactive = the rest.
SMILES,D1 agonist,RXFP1 antagonist,D2 antagonist,D2 PAM,D1 PAM,D2 agonist,D1 antag,TRHR enhancer,TRHR agonist
Cc1cccn2c(CN[C@@H]3CCCC[C@H]3c3ccccc3)c(C(=O)N3CCOCC3)nc12,3,-12,4,-4,8,-0.8,18,-16,0.2
CN(C)CCn1c(=O)n(Cc2ccco2)c(=O)c2c3c(sc21)CCCCC3,2,7,-5,-9,-8,-0.7,17,-5,-0.4
COc1ccnc(Oc2ccc(Cl)cc2)c1C#N,0,4,0,10,-7,-2.4,-35*,-7,-0.4
COCCNC(=O)c1ccc2c(=O)n(CCOC)c(SCC(=O)c3c[nH]c4ccccc34)nc2c1,3,/,/,0,-3,0.2,-21,2,0.6
COc1ccc(C2C(C(=O)Nc3cccc(OC)c3)c3ccccc3C(=O)N2C)cc1 (stereo unspecified),5,9,5,0,0,1.1,3,5,1.0
CCOc1ccc(C(C(=O)NCC2CCCO2)N(C(=O)c2snc(C(N)=O)c2N)c2ccc(F)cc2)cc1 (stereo unspecified),8,-14,-9,4,-1,0.0,17,4,0.7
CCOc1ccc(CNC2CCCCCCC2)cc1OC,7,0,-9,2,-2,1.2,-5,-3,0.8
O=C(CSc1ccncc1)Nc1ccc(S(=O)(=O)Nc2nccs2)cc1,3,-5,2,21,-3,0.8,-2,-3,0.8
CC1(c2ccccc2)NC(=O)N(CC(=O)NNC(=O)c2ccccc2F)C1=O (stereo unspecified),6,7,20,-8,1,1.0,-14,4,0.5
COc1ccc(CCC(=O)N2CCN(C3CCCCC3)CC2)cc1,3,7,6,-11,-3,-1.7,-16,1,0.1
COC(=O)c1cc2occc2n1Cc1nc(-c2ccccc2F)oc1C,4&-1,2&4,-5,17&2,5&-2,-0.9&-0.3,4&29,-3&-2,0.5&-0.3
CSc1ccc(CCNC(=O)Cn2ncc3c(=O)oc4ccccc4c32)cc1,11,/,/,-19,5,-0.5,6,-3,0.1

# Another view of some results above.
Molecule | D1 agonist | RXFP1 antagonist | D2 antagonist | D2 PAM | D1 PAM | D2 agonist | D1 antag | TRHR enhancer | TRHR agonist
COc1ccnc(Oc2ccc(Cl)cc2)c1C#N | 0 | 4 | 0 | 10 | -7 | -2.4 | -35* | -7 | -0.4
CCOc1ccc(C(C(=O)NCC2CCCO2)N(C(=O)c2snc(C(N)=O)c2N)c2ccc(F)cc2)cc1 (stereo unspecified) | 8 | -14 | -9 | 4 | -1 | 0.0 | 17 | 4 | 0.7

# Continuation.
SMILES,D1 agonist,RXFP1 antagonist,D2 antagonist,D2 PAM,D1 PAM,D2 agonist,D1 antag,TRHR enhancer,TRHR agonist
O=C(CCn1cccc1)NCc1ccc(Cl)cc1,2,-5,-11,-2,0,-0.5,-16,-2,-0.4
O=C(c1ccc2c(c1)OCO2)N1CCCC(c2ccccc2)C1 (stereo unspecified),2,-4,55*,-4,-2,23,-7,5,-1.6
COc1ccccc1NC(=O)CC12CC3CC(CC(Br)(C3)C1)C2,5,-9,-2,5,/,0.6,7,0,1.2
N=c1c(C(=O)NCC2CCCO2)cc2c(=O)n3ccccc3nc2n1Cc1cccnc1 (stereo unspecified),2,12,6,-13,1,1.3,2,4,2.2
CCOc1ccc(C(=O)/C=C/c2cc(OC)c(OC)c(OC)c2)cc1,1,-16,12,7,-3,1.1,-49*,3,-0.9
COCCn1c(C(=O)N2CCCC2)cc2c1C[C@H]1CN(C(=O)c3ccccc3)[C@@](Cc3ccc(F)cc3)(C(=O)OC)[C@@H]21,9,/,-8,0,2,0.5,50,7,3.2
Cc1ccc(-n2c(-c3cc(-c4ccco4)[nH]n3)n[nH]c2=S)c(Br)c1,0,-22,2,1,-2,-1.1,-1,2,-0.3
Cc1ccc2c(Cl)cc(Cl)c(OCC(=O)Nc3cc(S(=O)(=O)N(C)C)ccc3C)c2n1,2,4,-4,3,2,0.1,13,3,-0.2
Cc1ccc(CSC2=Nc3ccccc3C3=NC(CC(=O)NC4CCCCC4)C(=O)N23)c(C)c1 (stereo unspecified),1,-12,/,-12,-3,/,16,-5,-0.6
CN(C)c1ccc(CNC(=O)C2CCN(S(=O)(=O)c3ccc4c(c3)CCCC(=O)N4)CC2)cc1,1,18,-9,13,-1,-0.1,2,4,0.3
O=C(Nc1cccc([N+](=O)[O-])c1)c1ccc2c(c1)OCO2,6,-3,-17,5,-7,-0.3,-10,-1,0.5
Cc1csc(=O)n1CCC(=O)OCC(=O)N(CC(C)C)c1c(N)n(Cc2ccccc2)c(=O)[nH]c1=O,0,-15,10,8,-1,0.1,-8,9,0.4
CN=C(Nc1ccccc1OC)SC1CC(=O)N(c2ccc(C(=O)OC)cc2)C1=O (stereo unspecified),7,/,-2,-1,-6,0.9,-8,6,2.1
CCOC(=O)c1cc2c(C(F)(F)F)cc(-c3ccccc3)nc2o1,1,8,-13,13,3,0.1,6,0,0.0
O=c1oc2ccccc2c(O)c1C=Nc1cccnc1,0,-11,9,3,-4,0.0,-7,10,-0.2
NNC(=O)c1cnn(-c2ccccc2)c1C(F)(F)F,5,-25,-6,8,-5,-4.4,-10,-3,0.4
CN(C)S(=O)(=O)N1CCC(Oc2ccc(C(=O)NCCc3cscn3)cc2)CC1,8,-2,5,11,2,0.7,-18,-4,0.6
Cn1c(=O)c2c(nc(NCc3ccccc3)n2Cc2ccccc2Cl)n(C)c1=O,-2,-2,/,-6,-7,/,-30*,12,-0.1
Cc1cc(C)n(CC(=O)c2cccc(N)c2)n1,2,1,-4,-7,-2,1.0,-11,3,0.2
O=C1C(c2ccncc2)=C(O)c2ccccc21,0,-11,-8,3,-4,0.7,-3,-3,-0.1
CCOC(=O)Cc1ccc(NC(=O)n2ncc3c(C)cccc32)cc1,2,-10,/,-4,-5,0.2,38,-1,-0.1
O=C1N=C2SCCN2/C1=C\c1c(Cl)cccc1Cl,1,-12,-9,-18,2,-0.3,8,-3,-0.4
CCCC(=O)Nc1ccc(NC(=S)NC(=O)c2ccccc2[N+](=O)[O-])cc1,3,19,-1,-16,-3,0.3,-7,-3,0.1
c1ccc(N2CCN(Cc3nnnn3C3CCCCC3)CC2)cc1,6,-9,3,23,-2,-0.1,-26,6,-0.7
COc1ccccc1-c1ccc(SCc2ccc([N+](=O)[O-])cc2)nn1,7,6,-7,-8,-4,-1.0,-24,-3,0.0
c1ccc2oc(SCc3nc4ccccc4s3)nc2c1,0,-12,9,0,-3,0.2,-3,-4,0.2
Nc1c(Br)cc(Br)c(N2CCCC2=O)c1Br,0,7,/,/,-5,/,0,1,-0.7
Cc1ccc2cc(CN(CCCO)S(=O)(=O)c3ccccc3F)c(=O)[nH]c2c1C,4,-4,/,/,5,/,-10,6,-1.4
Cc1cc(F)ccc1NC(=O)CCS(=O)(=O)c1cc2c3c(c1)CCN3C(=O)CC2,1,/,/,-5,-2,-0.4,10,7,0.3
Cc1cc(NC(=O)CCC(=O)N(c2ccc(F)cc2)C(C(=O)NC2CCCC2)c2cccnc2)no1 (stereo unspecified),3,13,-2,1,-7,0.4,14,1,0.4
O=C(NCc1nc2ccccc2[nH]1)C1=C[C@@H](C2CC2)C[C@@H](OCc2ccc(CO)cc2)O1,7,/,8,2,1,1.8,1,-23,0.5
CCCCN(C)CCCNC(=O)C1CCN(S(=O)(=O)CCC)CC1,-1,/,/,10,1,0.2,13,2,0.2
Cn1c(=O)n(Cc2ccc(Cl)cc2)c(=O)c2c1nc1n2CCN1Cc1ccco1,2,4,1,7,-3,0.4,-6,-6,1.0
O=C(N/N=C/c1cccc([N+](=O)[O-])c1)C1CC(=O)N(c2ccc(Cl)cc2)C1 (stereo unspecified),0,6,-9,-2,-10,-0.8,-29,-3,-0.5
CCOc1ccc(S(=O)(=O)Nc2cccnc2)cc1,4,6,-1,7,2,-0.2,1,0,-0.1
CCC(=O)c1ccc(OCC(=O)Nc2ccc(N3CCCCC3)cc2)cc1,1,-2,19,1,-6,0.5,17,6,0.5
COc1cccc(OC)c1C(=O)Nc1ccccc1C(=O)N1CCCC1,1,5,-1,2,3,0.6,-3,-7,0.3
COc1cccc(NC(=O)CN(C)C(=O)CCC(=O)c2cc(C)sc2C)c1,4,8,-20,9,-1,-1.3,11,3,-0.7
COc1ccc(CC2(CO)CCN(C(C)Cc3ccc(Cl)cc3)CC2)cc1 (stereo unspecified),2,2,-10,-13,-7,0.1,-7,-5,1.2
Cc1ccc2[nH]c3c(=O)n(Cc4ccccn4)cnc3c2c1,0,-14,26,-1,0,0.6,-5,-5,0.3
COc1cc(C2C(C(=O)Nc3ccccc3)=C(C)Nc3nnnn32)cc(OC)c1OC (stereo unspecified),1,/,/,-2,-1,/,16,2,0.8
CCOc1ccccc1N1CC(C(=O)N2CCc3ccccc32)CC1=O (stereo unspecified),2,2,9,-5,-4,0.3,-18,-5,-0.4
COc1ccccc1C(=O)COC(=O)CCNS(=O)(=O)c1ccc(C)c(C)c1,7,-12,-8,-1,-4,-0.5,-1,-1,-0.1
CCOC(=O)C1(CCc2ccccc2)CCN(Cc2ccccn2)CC1,5,-27,23,-21,-4,-0.2,-11,4,0.5
S=C(NC1CCCCC1)N1CCCCC1,1,-7,-4,-4,5,0.9,-9,-1,0.4
C=CCNC(=O)CCCCCNS(=O)(=O)c1ccc(OC)cc1,2,27,-3,-1,-2,-1.0,-5,-4,0.3
CCOc1cc(NC(=S)NCC2CCCO2)c(OCC)cc1NC(=O)CC (stereo unspecified),0,1,1,1,-7,0.5,-4,4,0.2
COc1ccc([N+](=O)[O-])cc1NC(=O)C1CCCN1S(=O)(=O)c1cccs1 (stereo unspecified),3,1,-6,-4,0,0.0,-1,0,-0.3
CC(C)CC(NC(=O)c1ccccc1)C(=O)OCC(=O)Nc1ccc(Br)cn1 (stereo unspecified),3,-12,2,-2,-17,-0.8,-4,-1,0.8
COc1ccc(-c2cc(C(F)(F)F)n3nc(C)c(-c4ccccc4)c3n2)cc1OC,0,/,/,-2,2,0.5,-1,10,0.6
CC1CCCC(C)N1CC(O)COC1CCC(C(C)(C)C)CC1 (stereo unspecified),31*,-31,-3,-6,-8,1.1,25,-7,5.8

# Filtered by structure, the entries above containing an NH in an aromatic ring.
SMILES,D1 agonist,RXFP1 antagonist,D2 antagonist,D2 PAM,D1 PAM,D2 agonist,D1 antag,TRHR enhancer,TRHR agonist
COCCNC(=O)c1ccc2c(=O)n(CCOC)c(SCC(=O)c3c[nH]c4ccccc34)nc2c1,3,/,/,0,-3,0.2,-21,2,0.6
Cc1ccc(-n2c(-c3cc(-c4ccco4)[nH]n3)n[nH]c2=S)c(Br)c1,0,-22,2,1,-2,-1.1,-1,2,-0.3
Cc1csc(=O)n1CCC(=O)OCC(=O)N(CC(C)C)c1c(N)n(Cc2ccccc2)c(=O)[nH]c1=O,0,-15,10,8,-1,0.1,-8,9,0.4
Cc1ccc2cc(CN(CCCO)S(=O)(=O)c3ccccc3F)c(=O)[nH]c2c1C,4,-4,/,/,5,/,-10,6,-1.4
O=C(NCc1nc2ccccc2[nH]1)C1=C[C@@H](C2CC2)C[C@@H](OCc2ccc(CO)cc2)O1,7,/,8,2,1,1.8,1,-23,0.5
Cc1ccc2[nH]c3c(=O)n(Cc4ccccn4)cnc3c2c1,0,-14,26,-1,0,0.6,-5,-5,0.3
